# AT treatment = potential ataxia-telangiectasia treatments restoring KAP-1 phosphorylation. […] A-T fibroblasts, KAP-1 phosphorylation AlphaLISA; neocarzinostatin DNA damage 30 min before lysis. hit rate 0.19% among 320,000. Potency, µM (series often up to 57.5 µM), inactives show top-dose activation, usual class: activators; note: potency is the fitted concentration of half-maximal effect; % of control where 0% means no effect; nearly all actives have a fitted effect of over 45% in size
#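 ATM-like activity read as KAP-1 phosphorylation via AlphaLISA donor/acceptor antibody pairs after lysis and 6 hr at 25C. Cells were ATM-null patient fibroblasts ([…], hTERT), dosed 60 min, then exposed to the DSB inducer NCS for 30 min.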
# KCNH2 WT inh = KCNH2 (human, wildtype) channel inhibition; Q12809; U2OS, BacMam KCNH2, thallium flux FluxOr; stronger effect = lower value; activity change, % at 1.84 µM; hit rate 0.37% among 340,000;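 active = maximum activity change below -70%; inconclusive = maximum activity change between -70% and -50%; inactive = maximum activity change above -50%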; note: % is set by controls: 0 for no effect and ±100 for the full control effect
#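 U2OS cells transduced with wild-type KCNH2 virus are loaded with FluxOr dye for 45 min, and thallium flux is measured in kinetic reads before and after stimulation buffer. Rate constants are normalized to DMSO controls.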
# BCR signal inh = chronic active BCR signaling inhibition. ABC-DLBCL IkBa-CBG/CBR reporter, luminescence ratio, 4 h. Potency, µM (titrated, usually from 46.1 µM), without a hit: at the top dose ratio change, negative = lower green/red ratio, hits mostly inhibitors. hit rate 0.05% among 340,000; active = well fitted inhibition curve with a large enough effect in the signal ratio, with a control signal flat, not every such curve was filed as active; inconclusive = small, poorly fitted or top-dose-only effect, or effect the other way, or a change in a side signal; the % refers to the signal ratio;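 note: potency is the fitted concentration of half-maximal effect; plate controls were basal doxycycline-induced cells for no effect and cells given 10 µM MG132 for full effect; MG132 reads +100%, hits lower the ratio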
#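 Doxycycline induced both beetle luciferases in TMD8 lymphoma cells; IKK-driven degradation limits the IkappaBalpha-fused green signal, while red luminescence normalises for cell number and nonspecific effects. Compounds tested up to 46 uM, 4 hrs.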
# CXXC DNA block = MLL CXXC-DNA interaction inhibition. AID 2662. MLL-CXXC / FITC-HOXA9 DNA fluorescence polarization. Potency, µM (doses to about 115 µM), inactives show at the top dose activity change, negative = inhibition, usual class: inhibitors. Q03164. hit rate 0.037% among 290,000; active = well fitted inhibition curve with a large enough effect in the polarisation, with a control signal flat, not every such curve was filed as active; inconclusive = small, poorly fitted or top-dose-only effect, or effect the other way, or a change in a side signal; inactive = no such curve, though single readings can be large or run the other way; the % refers to the polarisation; note: potency is the fitted concentration of half-maximal effect
#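 Fluorescence polarization: 7 uM MLL-CXXC (stock) preincubated 5 min with compounds, then 50 nM fluorescein-HOX-A9 DNA (stock) added; 30 min ambient. Buffer 50 mM Tris-HCl pH 7.5, 50 mM NaCl, 1 mM DTT, 0.05% BSA.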
# Coupling enz = inhibits coupling enzyme system, counter-screen for aldolase hits | coupling enzyme system counterscreen, AmpLite Red fluorescence | activity change, negative = inhibition, % at 58.2 µM, hits read low | hit rate 0.67% among 290,000 | AID 2472; in the data active = activity change below about -30%; note: % is set by controls: 0 for no effect and ±100 for the full control effect
#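 Fluorescence at 525 nm excitation and 598 nm emission measured inhibition of the coupled detection system without aldolase. Compounds (at 57.5 uM final) were preincubated 10 min at room temperature with coupling enzyme reagent before a 20 min substrate/AmpLite Red step.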
# Tb PFK block = inhibitors of T. brucei phosphofructokinase; AID 485367; Potency, µM (series often up to 57.5 µM), for the others: top-dose activity, negative = inhibition, most hits filed as inhibitors; T. brucei PFK, ADP-Glo luminescence; hit rate 0.17% among 330,000;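 note: potency is the fitted concentration of half-maximal effect; 0% = uninhibited 1x PFK enzyme wells and -100% = no-enzyme wells; nearly all actives have a fitted effect of over 60% in size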
#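 ADP-Glo luminescence quantified ADP after 45 min at room temperature, with 1.25 nM T. brucei PFK, 0.1 mM ATP and 0.5 mM fructose-6-phosphate in pH 8.0 TEA buffer. qHTS titrations up to 57 µM; curves classified by quality.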
# Giardia killer = kills Giardia lamblia. Giardia lamblia trophozoite viability. activity change, % at 7.66 µM, hits read low. hit rate 0.15% among 340,000. AID 540267; in the data active = activity change below about -80%; inconclusive = between about -30% and that limit;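 note: parasites exposed to compound for two days anaerobically before the ATP read; % is set by controls: 0 for no effect and ±100 for the full control effect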
#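 ATP-content bioluminescence gauges trophozoite survival. Cells (100/well) receive compound and incubate anaerobically for 48 hrs at 37 deg C; detection reagent follows for 15-30 min at room temperature.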
# TSHR antagonist = antagonists of human thyroid stimulating hormone receptor | P16473 | TSHR-expressing cells, TSH-stimulated cAMP HTRF, 2 h; stronger effect = lower value | activity change, negative = inhibition, % at 11.5 µM | hit rate 0.2% among 330,000 | AID 504810;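 active = activity change below a set negative limit, meaning inhibition stronger than a set level, cut at about -70% in these data; inconclusive = activity change between two set negative limits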; note: % is set by controls: 0 for no effect and ±100 for the full control effect
# Target sequence (P16473 whole entry, looked up): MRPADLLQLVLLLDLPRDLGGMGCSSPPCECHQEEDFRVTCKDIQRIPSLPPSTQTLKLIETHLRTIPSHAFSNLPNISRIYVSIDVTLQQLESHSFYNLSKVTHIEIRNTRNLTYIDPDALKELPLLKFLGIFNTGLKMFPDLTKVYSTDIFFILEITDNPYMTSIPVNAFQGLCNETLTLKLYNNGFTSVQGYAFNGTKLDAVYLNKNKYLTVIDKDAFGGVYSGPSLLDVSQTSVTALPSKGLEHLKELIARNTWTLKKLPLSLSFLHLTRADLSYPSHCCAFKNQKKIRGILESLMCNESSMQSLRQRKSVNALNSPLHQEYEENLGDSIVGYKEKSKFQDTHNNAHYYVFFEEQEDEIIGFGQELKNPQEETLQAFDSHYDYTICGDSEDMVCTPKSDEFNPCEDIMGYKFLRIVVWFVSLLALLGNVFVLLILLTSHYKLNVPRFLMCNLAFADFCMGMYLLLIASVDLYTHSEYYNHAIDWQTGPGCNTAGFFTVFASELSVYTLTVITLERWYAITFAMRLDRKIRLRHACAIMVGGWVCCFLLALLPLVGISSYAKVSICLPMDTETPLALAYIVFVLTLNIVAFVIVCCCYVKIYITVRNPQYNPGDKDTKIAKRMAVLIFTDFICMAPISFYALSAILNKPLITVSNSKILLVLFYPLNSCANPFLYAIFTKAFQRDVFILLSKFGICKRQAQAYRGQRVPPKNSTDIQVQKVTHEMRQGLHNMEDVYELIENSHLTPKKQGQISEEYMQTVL
#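 Competitive HTRF cAMP read-out (cryptate anti-cAMP antibody, cAMP-d2; 30 min, room temperature) in freshly harvested TSHR cells. Compounds added before TSH at EC80 (4nM final), followed by 2 hours' incubation at 37 deg C.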
# GALK inh = galactokinase (human) inhibition | Potency, µM (series often up to 57.5 µM), for inactives: top-dose activity change, negative = inhibition, most hits filed as inhibitors | Purified GALK, Kinase-Glo residual ATP luminescence | P51570 | hit rate 0.007% among 270,000; note: potency is the fitted concentration of half-maximal effect; % is set by controls: 0 for no effect and ±100 for the full control effect
#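 5 nM enzyme, 35 uM ATP, 100 uM galactose, 20 mM HEPES pH8.0, 5 mM MgCl2; 1 h RT; residual ATP by Kinase-Glo Plus luminescence, qHTS format.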
# TCR activator = activates T cell receptor signaling; primary human leukocytes, anti-CD3, IL-2 HTRF, 48 h; Potency, µM (series often up to 9.22 µM), without a hit: at the highest dose activation of IL-2 secretion, actives largely listed as activators; 330,000 tested, under 10 active; note: % of control where 0% means no effect
#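 Readout: HTRF IL-2, Eu-cryptate/d2 antibody pair, 320nm excitation, 665nm emission. Stimulus: a-CD3 beads, no co-stimulation. Cells: primary human leukocytes. Exposure: 48 hr with compound.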
# Active calls of the source: *; ? = inconclusive; / = no result given; [ ] = another dose, or the depositor's remark. Unless noted, calls come from the whole dose curve; as a rule, active = well fitted curve in the direction sought with a large enough effect; inconclusive = small, poorly fitted or top-dose-only effect, or another doubt; inactive = no such curve, though single readings can be large; an effect the other way counts as inactive or inconclusive.
# Each structure is followed by: AT treatment	KCNH2 WT inh	BCR signal inh	CXXC DNA block	Coupling enz	Tb PFK block	Giardia killer	TSHR antagonist	GALK inh	TCR activator
- O=C(c1ccc(=O)oc1)N1CCC(C(O)(c2ccccc2)c2ccccc2)CC1
    12%	9	-6%	-8%	0	0%	11	37	-3%	-7%
- COc1ccc(NC(=O)c2ccc(Cl)c(S(=O)(=O)NCC3CCCO3)c2)c(OC)c1 (stereo not drawn)
    0%	-11	0%	1%	-1	0%	31[activator]	-10	1%	-5%
- O=C(COC(=O)CSc1ccccc1)NNC(=O)c1ccc([N+](=O)[O-])cc1
    3%	-2	1%	-7%	/	-17%	-9	-15	-3%	-3%
- CCOc1ncccc1C(=O)Nc1cccc(-c2nnc3n2CCCCC3)c1
    2%	18	?	7%	0	10%	21	-12	-1%	1%
- CCOC(=O)C1(Cc2ccccc2Cl)CCN(S(C)(=O)=O)CC1
    -3%	-3	4%	4%	-4	-2%	4	5	-2%	4%
- C#CCOCCOCCOCCNc1nc(N2CCN(C(=O)CCCCCCCCCCNC(=O)Cn3cc(C[C@@H](C)O)nn3)CC2)nc(N2CCN(C(=O)CCCCCCCCCCNC(=O)[C@@H](CCC(=O)O)n3cc(CCCCCN)nn3)CC2)n1
    20%	4	?	/	/	-21%	13	0	/	0%
- COc1cc(C(C)=O)ccc1COc1ccc(C(=O)O)cc1OC
    0%	6	11%	4%	1	1%	-6	2	1%	2%
- O=C(CCCOc1ccc(Cl)cc1Cl)n1nnc2ccccc21
    1%	-5	22%	50%[activator]	0	-2%	16	-23	-4%	-5%[46.1 µM]
- COc1cc(/C=C/C(=O)c2ccc(F)cc2)cc(OC)c1OC
    ?	-7	?	-1%	-21	-20%	0	8	3%	12%
- COc1ccc(NC(=O)N2CCCC2C(=O)Nc2ccccc2F)cc1 (stereo not drawn)
    -3%	0	-11%	5%	-1	2%	0	-1	0%	-2%
- COc1cccc(-c2csc(N3CCN(C(=O)Nc4ccc(F)cc4)CC3)n2)c1
    1%	3	?	0%	0	0%	-4	-10	0%	2%[46.1 µM]
- CCC(=O)Nc1nc(C)c(C(=O)NC2CCCCC2)s1
    -2%	7	-5%	-3%	3	-3%	-20	-4	-3%	-2%[46.1 µM]
- Cc1cc(C(=O)O)cc(S(=O)(=O)Nc2ccccc2C(=O)NC(C)c2ccccc2)c1C (stereo not drawn)
    6%	42	8%	?	6	9%	8	-14	-6%	-1%
- CN(C(=S)NC(=O)Cc1ccccc1)c1ccccc1
    4%	-21	?	-11%	2	-2%	17	0	1%	3%
- Cc1oc2ccc(OC(=O)c3cccs3)cc2c1C(=O)OC(C)C
    4%	-2	-8%	0%	2	4%	-14	-12	-3%	0%[46.1 µM]
- Cn1c(SCc2c(Cl)cccc2Cl)nnc1-c1cccs1
    11%	-13	-4%	2%	2	1%	15	-13	7%	-2%
- Cc1ccc2cc(C3CC(c4ccco4)=NN3C(=O)CCCC(=O)O)c(Cl)nc2c1 (stereo not drawn)
    -8%	-4	8%	-1%	13	0%	4	8	0%	-3%
- CC(C)C[C@@H](CSc1ccccc1)N1CCN(C)CCC1=O
    2%	9	1%	2%	6	0%	1	2	/	0%
- COC(=O)C1CCN(C(=O)NC2CCCCC2)CC1
    -3%	-2	-23%	-1%	1	12%	-10	0	0%	-1%
- COc1ccc(CCN2C(=NC(C)=O)SC3CS(=O)(=O)CC32)cc1OC (stereo not drawn)
    -9%	10	-7%	6%	2	2%	-6	6	-3%	-1%
- CCCCCc1cc(=O)oc2c(C(CCN3CCCCC3)c3cc(OC)c(OC)c(OC)c3)c(OC)cc(OC)c12 (stereo not drawn)
    3%	-12	?	-2%	2	4%	-6	-4	-2%	-5%
- COc1ccc(NC(=S)N2CCN(S(=O)(=O)c3ccc(F)cc3)CC2)cc1OC
    -16%	19	-2%	1%	1	-1%	-14	2	-4%	-4%
- Cc1ccc(S(=O)(=O)CCC(=O)N2CCc3ccccc32)cc1
    1%	12	-16%	-4%	-4	1%	11	-4	0%	0%
- CCOn1c(=O)c(-c2cccc3ccccc23)[n+]([O-])c2ccccc21
    -2%	-6	0%	16%	0	3%	-6	-2	-2%	3%
- COc1ccc(NS(=O)(=O)c2cc(-c3nnnn3C)ccc2OC)cc1
    8%	11	2%	?	0	2%	2	2	-2%	1%
- C=CCN=C1NN=C(c2cc(C)n(CCOC)c2C)CS1
    -8%	-20	?	2%	-20	0%	12	3	1%	0%[46.1 µM]
- CC(C)OC(=O)CSc1nc(N2CCOCC2)c2c(c1C#N)CC(C)(C)OC2
    -1%	30	-1%	6%	5	4%	15	-8	-3%	0%
- CCOC(=O)Cn1nc(C)c(NC(=O)COc2ccc([N+](=O)[O-])cc2)c1C
    -3%	-4	4%	6%	-1	-11%	6	-11	-3%	5%
- N#Cc1c(-c2ccccc2)c(C#N)c2nc3ccccc3n2c1N
    2%	-2	5%	11%	-2	-27%	14	-15	/	3%[46.1 µM]
- CC(C)Cc1nn2c(=O)cc(CSCC(=O)Nc3ccccc3F)nc2s1
    3%	13	-3%	3%	/	3%	12	-1	-6%	-8%
- CCC(C)(C)n1nnnc1C(c1cc2ccc(OC)cc2[nH]c1=O)N1CCN(C2CCCCC2)CC1 (stereo not drawn)
    11%	58	-5%	14%	-2	-6%	-13	0	3%	4%
- O=C(CCN1CCN(S(=O)(=O)c2ccc(F)cc2)CC1)Nc1ccccc1F
    -3%	-1	7%	2%	/	0%	7	9	5%	2%
- COc1ccc2oc(=O)c(C(=O)NCc3ccc(C)cc3)cc2c1
    9%	7	1%	22%	1	-4%	6	6	-4%	/
- COC(=O)c1cnn(-c2ccc(F)cc2F)c1/C=N/NC(=S)NC(C)(C)C
    5%	-4	-15%	?	0	0%	-17	-12	-3%	-3%
- CCc1cccc(NC(=S)Nc2ccc(CN3CCOCC3)cc2)c1
    -1%	-6	-7%	-7%	1	-2%	-10	-33	4%	-5%
- COc1ccc2c(CC(=O)Nc3cccc(S(=O)(=O)N4CCOCC4)c3)coc2c1
    1%	-2	-19%	1%	1	0%	-6	-3	0%	-2%[46.1 µM]
- COc1ccc(S(=O)(=O)NNc2nc(C)cc(C)n2)cc1[N+](=O)[O-]
    5%	-6	5%	1%	/	1%	4	7	-4%	-5%
- CN(C)c1cccc(NC(=O)Cc2ccc(F)cc2)c1
    3%	-12	-1%	-5%	-17	-4%	14	13	2%	2%
- O=C(Sc1nnnn1C1CCCCC1)c1cccs1
    -12%	/	5%	-6%	-4	0%	/	14	3%	/
- CCn1c(CC(=O)Nc2ccccc2Cl)nnc1SCC(=O)NC1CCCC1
    2%	-5	4%	0%	8	0%	8	12	5%	0%
- N#Cc1cnn(-c2cccc(Cl)c2)c1-n1cccc1
    4%	0	6%	-8%	1	2%	-16	-6	-1%	-1%
- Cc1ccc(C(=O)Nc2ccc(S(=O)(=O)N3CCN(C)CC3)cc2)cc1
    -2%	-9	1%	-7%	-2	-4%	5	-16	-2%	4%[46.1 µM]
- CON/C=C(\C=Nc1ccc(Cl)cc1Cl)c1ncc(C(F)(F)F)cc1Cl
    9%	-1	-22%	10%	1	-9%	-10	0	1%	-4%
- CCc1ccc(C(=O)CSc2nnc(C)c(=O)[nH]2)cc1
    2%	-22	6%	0%	9	3%	5	-11	0%	0%
- CC(C)(C)Nc1nc2nonc2nc1NC(C)(C)C
    0%	3	-6%	0%	-2	0%	-6	-3	-2%	3%

# Record cards (already shown):
# CCn1c(CC(=O)Nc2ccccc2Cl)nnc1SCC(=O)NC1CCCC1 is entered as AT treatment: 2%; KCNH2 WT inh: -5; BCR signal inh: 4%; CXXC DNA block: 0%; Coupling enz: 8; Tb PFK block: 0%; Giardia killer: 8; TSHR antagonist: 12; GALK inh: 5%; TCR activator: 0%
# CCc1cccc(NC(=S)Nc2ccc(CN3CCOCC3)cc2)c1 is entered as AT treatment: -1%; KCNH2 WT inh: -6; BCR signal inh: -7%; CXXC DNA block: -7%; Coupling enz: 1; Tb PFK block: -2%; Giardia killer: -10; TSHR antagonist: -33; GALK inh: 4%; TCR activator: -5%

# (continued)
# Each structure is followed by: AT treatment	KCNH2 WT inh	BCR signal inh	CXXC DNA block	Coupling enz	Tb PFK block	Giardia killer	TSHR antagonist	GALK inh	TCR activator
- O=c1[nH]nc2c3ccccc3cnn12
    1%	-1	-1%	-1%	-1	-2%	16	-4	0%	0%
- OCCN=Cc1c(O)[nH]c2ccccc12
    2%	6	1%	22%	0	2%	11	9	-3%	3%
- COc1ccc(C)cc1NC(=O)C(Sc1nnc(Nc2cc(C)ccc2OC)s1)c1ccccc1 (stereo not drawn)
    -1%	-121*	1%	9%	-3	-2%	-2	-2	1%	6%[46.1 µM]
- COc1ccccc1C(=O)COC(=O)C(CCSC)NC(=O)COc1ccccc1 (stereo not drawn)
    -9%	10	-1%	/	/	1%	9	-6	/	-1%

# High-throughput results deposited in PubChem BioAssay by National Center for Advancing Translational Sciences (NCATS).
